# HGIII-sPLA2 inh: Blocks human group III sPLA2 activity. Q9NZ20. QFRET BODIPY PC-A2 liposome hydrolysis, fluorescence. inhibition, % at 12.2 µM. 370,000 compounds, 0.56% hits;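 active = inhibition above mean plus 3 SD of compounds lying within the high and low control bounds, cut at about 19% in these data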;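 note: 0% = median of test compound wells and 100% = no enzyme DMSO wells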
# ADAM10 inh: inhibitors of human ADAM10. 370,000 compounds, 0.62% hits. recombinant ADAM10, EDANS/DABCYL FRET peptide cleavage, 3 h. inhibition, % at 7 µM. O14672;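 active = inhibition above a per-campaign cutoff equal to the mean of compounds falling between control-based bounds plus 3 SD, cut at about 20% in these data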;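 note: 0% = DMSO wells while the 100% control is not disclosed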
# Target sequence (O14672 214-748 limits assumed): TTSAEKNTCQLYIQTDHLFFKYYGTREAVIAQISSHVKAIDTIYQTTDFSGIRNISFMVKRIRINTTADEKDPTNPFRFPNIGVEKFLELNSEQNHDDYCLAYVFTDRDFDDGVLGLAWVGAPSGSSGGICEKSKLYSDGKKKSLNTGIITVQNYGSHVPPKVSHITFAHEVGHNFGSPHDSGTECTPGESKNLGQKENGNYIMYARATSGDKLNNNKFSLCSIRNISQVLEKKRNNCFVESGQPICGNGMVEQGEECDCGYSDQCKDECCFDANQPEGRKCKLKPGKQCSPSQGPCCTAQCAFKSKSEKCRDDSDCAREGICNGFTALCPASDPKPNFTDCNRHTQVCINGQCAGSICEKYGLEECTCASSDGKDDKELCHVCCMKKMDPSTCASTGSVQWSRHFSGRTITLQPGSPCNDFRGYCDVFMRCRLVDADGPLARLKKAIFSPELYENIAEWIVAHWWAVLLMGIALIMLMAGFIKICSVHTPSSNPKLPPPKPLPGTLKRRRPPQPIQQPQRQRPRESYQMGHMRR
# GAA850 FXN act: frataxin GAA850 promoter activation | HEK293 lucGAA850 FXN promoter luciferase reporter, 24 h; percent of 10 µM SAHA response | activation, % at 6 µM | 360,000 compounds, 0.56% hits | AID 540364;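 active = activation above the average of all compounds screened plus 3 SD, cutoff fixed separately per campaign, cut at about 7.5% in these data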;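 note: 0% = DMSO wells and 100% = 10 µM SAHA wells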
# ssDAF12 agonist: S. stercoralis DAF-12 activation, primary screen; activation, % at 6.8 µM; 370,000 compounds, 1% hits; AID 652126; HEK293 ssDAF-12/GRIP1 lit1-tk-luc reporter, luminescence; % of 3 µM dafachronic acid response;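 active = activation above the mean over all tested compounds plus 3 SD, cut at about 0.9% in these data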;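 note: 0% = DMSO-only wells and 100% = 3 µM delta7-dafachronic acid wells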
# hgDAF12 agonist: hgDAF-12 agonism, primary luciferase screen; HEK293 GAL4-hgDAF12 UAS-luciferase reporter, agonist luminescence; normalized to butyrate control; activation, % at 6.8 µM; 370,000 compounds, 1.8% hits; AID 687014;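 active = activation above a cutoff set at the mean of all screened compounds plus 3 SD, cut at about 10% in these data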;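 note: 0% = DMSO wells and 100% = sodium butyrate wells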
# DAX1 inh-1: blocks DAX1 repression of SF-1 activated StAR promoter; HEK293T StAR-luciferase reporter, SF-1/DAX-1 repression relief; AID 652010; 370,000 compounds, 1.1% hits; inhibition, % at 6.8 µM;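 active = inhibition above the mean over all tested compounds plus 3 SD, cut at about 3.6% in these data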;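 note: 0% = DAX-1 cells with DMSO and 100% = cells lacking DAX-1 with DMSO; higher inhibition means more luminescence from relief of DAX-1 repression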
# hcDAF12 agonist: H. contortus DAF-12 activation, primary screen. HEK293 hcDAF-12 lit1-tk-luc reporter, luminescence; 0% DMSO, 100% Δ7-dafachronic acid. activation, % at 6.8 µM. 370,000 compounds, 1.4% hits. AID 652067;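 active = activation above the mean of all tested compounds plus 3 SD, cut at about 5.5% in these data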;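 note: 100% = response to 3 µM Δ7-dafachronic acid high control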
# GC-A act: GC-A (human) enzyme activation; P16066; HEK293 GC-A cells, cGMP TR-FRET, EC30 ANP; 0% at EC30 ANP, 100% saturating ANP; activation, % at 10 µM; 370,000 compounds, 0.14% hits; in the data active = activation above about 40%
# DAX1 inh-2: inhibitors of human orphan nuclear receptor DAX1 (NR0B1) | HEK293 Gal4-DAX1 luciferase reporter, luminescence | inhibition, % at 6.75 µM | 340,000 compounds, 0.99% hits | AID 504766;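 active = inhibition above the mean over all tested compounds plus 3 SD, cut at about 4.2% in these data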;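 note: 0% = DAX1-transfected cells with DMSO and 100% = empty-vector control cells with DMSO; inhibition shows as a rise in luminescence from relieved DAX1 repression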
# Target sequence (P51843 207-470 limits assumed): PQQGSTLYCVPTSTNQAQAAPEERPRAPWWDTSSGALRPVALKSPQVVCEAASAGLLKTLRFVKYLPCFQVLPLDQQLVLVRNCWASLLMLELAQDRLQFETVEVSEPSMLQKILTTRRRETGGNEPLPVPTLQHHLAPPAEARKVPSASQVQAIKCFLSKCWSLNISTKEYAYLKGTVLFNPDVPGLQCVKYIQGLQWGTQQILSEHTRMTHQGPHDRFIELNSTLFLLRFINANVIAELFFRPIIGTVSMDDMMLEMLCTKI
# NPR2 activator: GC-B (human) receptor activation | P20594 | HEK293-GC-B cells, CNP EC30, cGMP TR-FRET; 0% at EC30 CNP, 100% saturating CNP | activation, % at 10 µM | 370,000 compounds, 0.11% hits | AID 1920062;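 active = activation at 10 µM reaching about 35% in either raw or pattern-adjusted values, limit read from the data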
# SMARCA2 act: activators of SMARCA2 function; activation, % at 9.1 µM; 370,000 compounds, 1% hits; MG213 cells, MMTV-luciferase reporter, dexamethasone, overnight; AID 652017; in the data active = activation above about 7.8%;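 note: 0% = vehicle wells and 100% = reference activator wells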
# The depositor's hits bear a star; / = no result given.
Molecule,hcDAF12 agonist,hgDAF12 agonist,GC-A act,SMARCA2 act,HGIII-sPLA2 inh,NPR2 activator,DAX1 inh-2,GAA850 FXN act,DAX1 inh-1,ADAM10 inh,ssDAF12 agonist
CC(C)(C)OC(=O)NNC1CC(=O)N(c2ccccc2F)C1=O (stereo unspecified),3.6,4.3,1,-2,-6,-3,-0.5,-1.6,-0.2,-3,0.5
CCN1CCN(c2sc(S(=O)(=O)CC)nc2S(=O)(=O)c2ccc(C)cc2)CC1,0.1,-1.0,3,-1,-9,1,0.8,-0.1,-0.3,-1,-0.3
Oc1cccnc1CN1CCCCC1,1.0,-1.4,-1,-3,12,4,/,1.4,0.3,-15,-0.5
CCC(C(=O)OCC(=O)Nc1cc(C)ccc1OC)c1ccccc1 (stereo unspecified),-2.8,-2.9,0,1,-5,-7,-1.4,4.2,0.2,10,-1.1
COc1ccc(C(=O)NCC(=O)N2CCN(C(=O)c3ccco3)CC2)cc1,-1.6,-0.2,4,0,4,-1,1.0,-0.7,1.9,-3,-1.0
N/C(=N\OC(=O)Cc1ccccc1)c1ccc([N+](=O)[O-])cc1,0.3,3.5,2,2,5,3,0.6,1.4,0.0,3,0.0
CCO[C@H]1OC(C(=O)N2CCCCCCC2)=C[C@@H](c2coc3ccccc3c2=O)[C@@H]1CCCO,-1.8,-0.5,-2,1,-6,-4,-0.4,-1.6,-0.4,6,-1.5
COc1ccc(S(=O)(=O)N2CCOC2CNC(=O)C(=O)NCCc2ccccc2OC)cc1 (stereo unspecified),1.0,-7.0,2,-2,-8,4,0.2,-2.5,-2.2,-5,-1.8
CCC(C)[C@H](NC(=O)OC(C)(C)C)C(=O)N/N=C/C1=Cc2ccccc2OC1 (stereo partly specified),-1.0,-0.6,2,-4,10,-4,-0.3,0.5,-1.0,-279,-1.6
Clc1ccccc1C1=Nn2c(nnc2-c2ccncc2)SC1,-3.4,2.8,3,-3,-3,-5,-0.9,-9.8,-1.2,6,-1.4
O=C1CN(C(=O)COC(=O)c2ccc([N+](=O)[O-])o2)c2ccccc2N1,0.3,-2.5,-1,-1,13,-2,0.0,0.2,-1.6,-7,-1.1
COc1ccc(S(=O)(=O)N2CCN(CCOc3ccccc3Cl)CC2)cc1OC,-1.5,-1.1,0,-2,-19,4,-1.4,-0.2,-2.5,-3,-0.4
CCCNC(=O)C1(C)CCCN(C/C=C/c2ccccc2)C1 (stereo unspecified),0.0,-2.4,3,1,-9,4,/,-0.3,-0.2,1,-0.9
O=[N+]([O-])c1ccc(S(=O)(=O)N2CCN(c3ccnc4cc(Cl)ccc34)CC2)cc1,-1.1,-0.2,-8,-3,6,-4,0.3,0.1,-0.3,-7,-0.9
CC(C)C[C@H]1CN(CCCC[C@H]2CNC(=O)C(=O)N2CCC2CCCCC2)C(=O)C(=O)N1CC1CCCCC1,-0.3,1.4,-3,-3,2,-2,/,/,-0.7,-5,-0.6
COc1ccc(NC(=O)NCc2ccncc2)c(OC)c1,-0.9,0.2,1,-3,6,2,0.7,-2.6,0.2,-2,-0.9
O=C(CN1C(=O)c2ccc([N+](=O)[O-])cc2C1=O)Nc1ccccc1N1CCCC1,1.3,2.2,-1,-1,12,-5,1.4,0.8,0.3,-10,-0.2
S=c1nc(NCCc2ccccc2Cl)c2ccccc2[nH]1,-1.2,2.1,4,3,5,-6,-0.6,0.6,-0.2,-1,0.4
Nc1cc(N)nc(CS)n1,-1.6,-2.1,4,-4,6,-1,1.5,2.7,0.4,-7,-0.9
COc1ccc(CN2CCCC(N3CCc4ccccc4C3)C2)c(O)c1 (stereo unspecified),0.2,1.6,1,-1,10,3,1.3,0.4,-0.4,-3,-1.3
N#CC(CCc1ccc([N+](=O)[O-])cc1)(CCc1ccc([N+](=O)[O-])cc1)C(N)=O,-1.9,-2.6,-5,-1,-12,-3,-1.4,0.8,-2.5,-2,-1.4
Cc1cc(Cl)cc(Cl)c1OCCOCCN(C)C,0.5,3.5,2,1,-8,4,0.2,1.2,-0.7,0,-1.2
O=C(Cc1n[nH]c(=O)c2ccccc12)Nc1cc(Cl)ccc1-n1cncn1,-1.1,-0.8,-3,-1,13,-5,0.3,-0.4,-0.4,-7,-0.9
Cc1cccc(-c2sc(Nc3ccccc3)n[n+]2-c2ccc(F)cc2)c1,-0.1,3.8,-17,2,12,-24,0.0,3.0,-0.1,1,-0.4
CCN(CC(=O)Nc1cc(Cl)ccc1C)C(=O)CCOc1ccccc1C,2.9,0.4,-16,-1,4,-16,-0.3,1.4,0.5,-8,-1.5
CC(=O)N1c2ccccc2NC2=C(C(=O)CCC2)C1c1ccco1 (stereo unspecified),-1.8,2.2,-1,-2,5,6,0.0,0.3,0.3,-14,-1.1
CCn1c(SC(C)C(=O)O)nc2sc3c(c2c1=O)CCC3 (stereo unspecified),-0.9,-2.4,0,2,0,-1,0.7,0.8,-0.3,2,-0.8
CC1CCc2cc(F)cc3c(O)c(C(=O)NCCN(C)C)c(=O)n1c23 (stereo unspecified),-1.1,1.3,5,-2,4,2,1.5,0.9,0.4,-23,-0.9
CCc1cc2cc(C)ccc2nc1SCC(=O)Nc1cc(C)on1,-0.9,1.0,8,-5,-4,-2,0.8,0.2,-0.7,-11,-0.8
CC(=O)c1ccc(OCc2nnn(CC(=O)O)c2-c2ccccc2)cc1,-2.0,-1.1,2,-4,0,9,/,0.1,-2.5,-15,-1.1
CC1(C(=O)Nc2cccc3ccccc23)CCN1C(=O)Cc1ccccc1Cl (stereo unspecified),-1.4,-0.5,0,-4,-8,2,/,-1.4,-0.9,8,-0.7
CCN(CC)S(=O)(=O)c1cccc(-c2cn3cc(C)ccc3n2)c1,-1.5,6.3,0,2,0,3,-1.7,1.1,-1.1,-57,-1.2
Cc1nnc(SCC(=O)Nc2cccc(S(=O)(=O)N3CCCCC3)c2)s1,-2.0,2.1,-1,0,0,-3,0.0,2.0,-2.3,-3,-1.0
Cc1cc(C)c(NC(=S)N(C)C)cc1C,1.7,-0.6,-6,-1,6,5,2.6,-2.1,-0.1,-3,-2.0
COc1cccc(C(c2nnnn2Cc2ccccc2)N2CCN(C3CCCC3)CC2)c1OC (stereo unspecified),-1.4,-4.8,-3,0,-9,-4,-2.1,-9.2,-1.1,-2,-1.6
N/C(=N\O)c1ccncc1,-0.6,0.9,1,-1,-3,0,-0.2,0.5,-0.2,-2,-1.3
O=C(C1CCN(S(=O)(=O)N2CCC3(CC2)OCCO3)CC1)N1CCC(Cc2ccccc2)CC1,-0.6,-2.8,3,-5,-1,0,-1.0,-0.4,-0.6,4,-1.9
COc1ccc(NC(=O)c2cccc(N3C(=O)NC4CC3(C)Oc3ccccc34)c2)cc1 (stereo unspecified),-1.2,4.1,-3,-1,-14,-1,-0.4,-1.2,-0.2,12,-0.8
CCOc1cc(/C=C/c2ccc3cccc([N+](=O)[O-])c3n2)ccc1O,-1.1,-0.4,-9,-1,-13,-7,-1.7,4.9,-1.8,22*,-1.6
O=S1(=O)c2ccc(N3CCC[C@H]3CO)cc2O[C@H]2CCN1C2,0.1,-0.1,-1,-1,-3,5,/,/,-1.4,-6,-1.1
O=C(Nc1ccc(N2CCOCC2)cc1)C1CCCCC1,0.5,2.0,-3,1,-1,-3,0.2,2.4,0.8,1,-1.2
CCCCNC(=O)[C@H]1C[C@H]1[C@@H](O)[C@H](CO)NC(=O)[C@H](COCc1ccccc1)NC(=O)OC(C)(C)C,-1.7,-2.1,3,-1,4,1,0.5,0.6,0.0,1,-1.4
CC(C)(C)c1ccc2c(c1)OC(C(=O)N/N=C\c1ccc[nH]1)CO2 (stereo unspecified),-1.5,-1.6,-1,-2,-2,4,-1.8,-3.7,-1.9,6,-1.8
CCn1c(SCC(=O)NCc2ccco2)nnc1C1CCCC1,-0.5,0.8,2,1,0,4,0.2,1.1,-1.2,-4,-1.1
Cc1ccc(-n2nnnc2SCC(=O)Nc2nc(-c3ccc(F)cc3)cs2)cc1C,0.1,0.9,2,0,-11,5,0.5,0.4,0.0,0,-1.9
CC(=O)[C@H]1CCC2C3CC=C4C[C@@H](O)CC[C@]4(C)C3CC[C@@]21C (stereo partly specified),-1.2,3.4,1,-3,0,-1,1.5,1.4,1.1,10,-1.4
CN(C(=O)COC(=O)CNC(=O)c1ccc(Cl)cc1Cl)c1ccccc1,-1.3,0.8,6,0,4,-5,0.2,1.8,-0.8,-3,-1.5
COc1cccc(N2CC(C(=O)Nc3nnc(SCCN4CCOCC4)s3)CC2=O)c1 (stereo unspecified),1.8,-0.8,-2,3,-7,-2,-0.2,-0.7,-1.8,-3,-0.7
Cc1ccc(S(=O)(=O)N2CCCC(C(=O)Nc3c(C)n(C)n(-c4ccccc4)c3=O)C2)cc1 (stereo unspecified),-1.5,-2.8,5,-2,2,-1,/,/,-0.9,0,-0.9
O=C(OC1CCCCC1=O)c1ccc(S(=O)(=O)Nc2ccccc2)cc1 (stereo unspecified),-0.7,-2.4,1,-4,-13,-4,-0.1,1.1,-0.8,4,-2.0

# The list goes on.
Molecule,hcDAF12 agonist,hgDAF12 agonist,GC-A act,SMARCA2 act,HGIII-sPLA2 inh,NPR2 activator,DAX1 inh-2,GAA850 FXN act,DAX1 inh-1,ADAM10 inh,ssDAF12 agonist
O=S1(=O)CCO[C@H]2Cc3ccccc3[C@H]2N1Cc1cccc(Cl)c1,-1.0,-0.8,-10,-1,-1,-18,0.6,0.8,-0.4,1,-0.9
Cn1c(-c2sccc2OCc2ccccc2)n[nH]c1=S,-0.4,1.1,3,-2,14,3,1.2,-0.3,0.2,-6,-1.6
Cn1c(=O)n(C)c2cc(NC(=O)CCl)ccc21,1.0,-6.7,3,2,0,0,1.0,2.5,-2.0,-3,-0.4
CCN(C[C@H]1N[C@@](C)(C(=O)OC)[C@H]2C(=O)N(C)C(=O)[C@@H]12)S(=O)(=O)c1ccc(C)cc1,0.5,0.4,-2,-3,5,5,-1.4,0.2,-0.1,-9,-1.1
Cc1cc(C(=O)Nc2ccc(F)cc2)c2ccccc2n1,-0.9,-0.1,2,-2,-1,0,0.5,2.8,0.0,4,-1.0
COC(=O)c1cc(NC(=O)CN(c2ccc(OC)cc2)S(=O)(=O)c2ccc(F)cc2)ccc1Cl,-1.0,-0.7,-1,-3,-36,-7,0.1,-3.0,-0.1,22*,-1.6
COc1ccc(C(C)=O)cc1COC(=O)C1CCN(C(=O)c2ccc(Cl)cc2)CC1,0.6,-0.4,-8,-1,-3,-1,1.4,1.5,0.8,-12,-1.4
C[C@H]1CN=C(Nc2ccccc2)N1CCc1ccc(F)cc1,0.1,1.5,-1,0,14,-4,1.3,-0.5,-0.2,2,-0.8

# Screening results deposited in PubChem by several laboratories.
